S3 lipid droplet – qHTS Assay for Lipid Storage Modulators in Drosophila S3 Cells; Potency in µM for hits, for the others lipid storage change, negative = inhibition, % at the top dose, mostly 46.1 µM; AID 2685, 2010; Drosophila S3 cells, BODIPY lipid droplet fluorescence, 18-24 h; cells fed with added oleic acid; actives 0.64% (n = 320,000); active = well fitted inhibition curve with a large enough effect in the signal ratio, with a control signal flat, not every such curve was filed as active; inconclusive = small, poorly fitted or top-dose-only effect, or effect the other way, or a change in a side signal; the % refers to the signal ratio
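Laser-scanning cytometry quantifies lipid droplet accumulation (500–530 nm total intensity; droplet/cell object ratio) in oleic acid-fed (400 uM added) Drosophila S3 cells treated with a concentration series. 20 uM Triacsin C defined 100% inhibition.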
S3 lipid droplet cell count max – also measured in S3 lipid droplet; calls as there; cell number change, %; measured here: cell count max response;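 cells counted by Cell Tracker Red CMTPX staining in the red channel; peak over a dose series mostly up to 46.1 µM; percent activity relative to internal control wells on each plate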
* marks the source's active call; other numbers are inactive results; i = inactive; ? = inconclusive; . = not tested or not shown; [ ] = another dose, or the depositor's remark. % is scaled to controls: 0 for no effect and ±100 for the full control effect; potency is read from the fitted curve at half-maximal effect. Only part of the results is shown. The share of hits here may be higher or lower than overall.

SMILES | S3 lipid droplet | S3 lipid droplet cell count max
CN(C)S(=O)(=O)c1ccc2c(c1)C(=NO)c1cc(S(=O)(=O)N(C)C)ccc1-2 | 5% | 18
O=C(COc1ccc(Nc2ccccc2)cc1)Nc1ccncc1 | ? | .
N#Cc1ccc(-c2ccc(Cl)cc2)nc1Oc1ccc(F)cc1 | 23% | -21
O=C(NC1=NCCS1)C1CC2CCC1C2 (stereo not given) | ? | .
O=C1CCCC(=O)C1C(=O)C1CCN(S(=O)(=O)c2ccccc2)CC1 | i | .
O=C(CN1C(=O)COc2ccc(S(=O)(=O)N3CCCC3)cc21)N1CCCC1 | i | .
CCOC(=O)c1cn2nc(-c3ccc(OCC)cc3)cc2nc1C1CCN(C(=O)OC(C)(C)C)CC1 | 3% | 17
O=c1c(O)c(-c2ccc3c(c2)OCO3)oc2ccccc12 | ? | .
CSCCC1Nc2ccc(S(=O)(=O)N3CCOCC3)cc2NC1=O (stereo not given) | ? | .
O=C(COC(=O)COc1cccc(C(F)(F)F)c1)NC1CCCC1 | 29%[0.0737 µM] | -6
O=C(CCNS(=O)(=O)c1ccc2ccccc2c1)NCCOc1ccccc1 | i | .
Cc1ccc(C(=O)CSc2nc3ccccc3c(=O)[nH]2)cc1 | ? | .
CC(C)(C)C(=O)NC(=S)Nc1sc2c(c1C(N)=O)CCC2 | ? | .
O=C(O)CCCCCCNS(=O)(=O)c1ccccc1 | ? | .
O=C(N/N=C/c1ccc[nH]1)c1ccccc1O | 5% | 9
CCCCCCNS(=O)(=O)c1ccc(NC(=O)C2CCCO2)cc1 (stereo not given) | 10% | .
Cc1ccc(N(CCCCN2C(=O)c3ccccc3C2=O)C(=O)c2ccc(Cl)s2)cc1 | 0% | 3
CN(C)S(=O)(=O)c1cccc(-c2nnc(SCc3cc(Cl)cc4c3OCOC4)n2N)c1 | ? | .
CCN(CC)CCNC(=O)Cn1cnc2sc(C)c(S(=O)(=O)N3CCN(c4ncccn4)CC3)c2c1=O | -1% | -14
C[n+]1ccc(/C=C/c2c[nH]c3ccc(F)cc23)cc1 | ? | .
CCCN(CCC)CCCNC(=O)CS(=O)Cc1nc(-c2ccc(OC)c(OC)c2)oc1C (stereo not given) | -10% | .
COc1ccc(N2CCN(C(CNC(=O)C(=O)NCCCn3ccnc3)c3ccco3)CC2)cc1 (stereo not given) | ? | .
Nc1ccc(OCCc2ccccc2)cc1 | ? | .
COc1ccccc1NC(=S)NNC(=O)c1nn(C)c(C)c1Cl | i | .
Cc1cc(C)cc(N(CC(=O)NC2CCCC2)C(=O)CNC(=O)c2cccs2)c1 | ? | .
COc1ccccc1/C=N/NC(=O)c1nnn(-c2nonc2N)c1-c1cccs1 | 24% | -1
CCN(C(=O)COC(=O)c1ccc2ccccc2c1)c1c(N)n(Cc2ccccc2)c(=O)[nH]c1=O | ? | .
Cc1ccc(-c2nn(-c3ccccc3)cc2/C=N/NC(=O)CSc2nnc(C)n2-c2ccccc2)cc1 | ? | .
O=C(O)C1C2C=CC(C2)C1C(=O)Nc1ccc(Cl)c(Cl)c1 (stereo not given) | ? | .
COc1ccc(N(C(=O)c2ccco2)C(C(=O)NC2CCCC2)c2ccc(OC)c(OC)c2)cc1 (stereo not given) | ? | .
O=C(Cn1nnc(-c2ccccc2F)n1)Nc1ccc(C(=O)N2CCOCC2)cc1 | i | .
COc1cc2c(cc1OC)C(C)N(C(=O)CCNC(=O)c1ccccc1)CC2 (stereo not given) | ? | .
CCCCC(=O)NC(Nc1ccc(C)cn1)(C(=O)OCC)C(F)(F)F (stereo not given) | ? | .
COc1ccc(C(c2nnnn2C2CCCCC2)N2CCN(c3ccccc3F)CC2)cc1 (stereo not given) | i | 18
CC(=O)Nc1ccc(S(=O)(=O)Nc2nc3ccccc3nc2Sc2nncn2C)cc1 | 9% | -9
Cc1ccc(NC(=O)CN2CCc3ccccc3C2)cc1S(=O)(=O)N1CCOCC1 | ? | .
CCN(CC(=O)Nc1c(F)cccc1F)C(=O)CN1C(=O)NC2(CCCC2)C1=O | ? | .
CCN(CC(=O)NCc1cccs1)C(=O)c1ccc(-c2ccccc2F)o1 | 2% | 13
Cc1cc(C)c(C)c(OCC(O)CN2CCN(c3ccccn3)CC2)c1 (stereo not given) | ? | .
CC(=O)C1=C(C)NC(C)=C(C(C)=O)C1c1cn(-c2ccccc2)nc1-c1cccs1 | -1% | -4
O=C(/C=C(\O)c1ccccc1)C(=O)NNC(=O)c1ccccc1[N+](=O)[O-] | ? | .
Cc1ccc(Nc2nc(Nc3ccc(C)cc3)nc(SC3=NCCS3)n2)cc1 | ? | .
Cc1ccc(C)c(S(=O)(=O)NCCC(=O)N2CCCC(C(N)=O)C2)c1 (stereo not given) | ? | .
COc1ccc(OC)c(-c2csc(NC(=O)Cc3ccccc3)n2)c1 | ? | .
CCN1C(=NCCc2ccccn2)N[C@@H](c2cccc(F)c2)C(C(=O)OC)=C1C | ? | .

Arranged by the number under S3 lipid droplet cell count max (lowest first): 3 from the list above.
SMILES,S3 lipid droplet cell count max
N#Cc1ccc(-c2ccc(Cl)cc2)nc1Oc1ccc(F)cc1,-21
O=C(COC(=O)COc1cccc(C(F)(F)F)c1)NC1CCCC1,-6
Cc1ccc(N(CCCCN2C(=O)c3ccccc3C2=O)C(=O)c2ccc(Cl)s2)cc1,3

Remaining list, next part
SMILES | S3 lipid droplet | S3 lipid droplet cell count max
O=C(CSCc1ccco1)N1CCc2ccccc21 | 10% | 8
CC(C)=NOc1nc(N(C)C)nc(N2CCOCC2)n1 | ? | .
CCOC(=O)NCc1ccccc1 | ? | .
Cc1nn(CCC(=O)NNC(=S)Nc2ccccc2)c(C)c1Br | 2% | 21
Cc1ccnn1C(C)C(=O)O (stereo not given) | ? | .
COc1ccc(OCC(=O)Nc2cccc3cccnc23)cc1 | 17% | -8
CN(c1ccccc1)S(=O)(=O)c1ccc(C(=O)OCC(=O)NCc2cccs2)cc1 | -1% | -3
Cc1ccc2nc(N3CCOCC3)c(C=O)cc2c1 | ? | .
COC(=O)c1cc(O)c(O)c(O)c1 | -3% | 0
COc1ccc(CNS(=O)(=O)c2cc(Br)cc3c2N(C(C)=O)C(C)C3)cc1 (stereo not given) | -15% | 7
CCNc1cc(N2CCCC2)ccc1[N+](=O)[O-] | ? | .
Cn1c(N)c(C(=O)COC(=O)CC2CC3CCC2C3)c(=O)n(C)c1=O (stereo not given) | ? | .
CC[N+](C)(C)c1cccc(O)c1 | -3% | -7
CCCN1Cc2cccc(C(=O)NC(CC(=O)OCC)c3ccc(C)cc3)c2C1=O (stereo not given) | ? | .
Cc1ccc(S(=O)(=O)NC2CCCCC2)c(C)c1NS(C)(=O)=O | -10% | -4

Record cards, from the list above.
CN(c1ccccc1)S(=O)(=O)c1ccc(C(=O)OCC(=O)NCc2cccs2)cc1 across the screens: S3 lipid droplet: -1%; S3 lipid droplet cell count max: -3
Cc1ccnn1C(C)C(=O)O (stereo not given) across the screens: S3 lipid droplet: ?; S3 lipid droplet cell count max: .

Next structures.
SMILES | S3 lipid droplet | S3 lipid droplet cell count max
Cc1cccc(/C=N/NC(=O)c2ccc(NC(=O)c3ccc(F)cc3)cc2)n1 | ? | .
COc1ccc(CCNC(=O)c2c(C)nc3ccccn23)cc1 | 8% | -9
S=c1ccc2ccccc2[nH]1 | i | 23
Cc1cc(C)c(C#N)c(N2CCN(c3ccccc3F)CC2)n1 | ? | .
N#C/C(=C/c1ccc(N2CCCCCC2)o1)c1cccc(F)c1 | ? | .
CC(C)(C)c1ccc(C(=O)NCc2nnc(SCC(=O)N3CCCc4ccccc43)n2-c2ccccc2)cc1 | ? | .
Cc1cccc2cc(CN(C(=S)NCC(C)C)C3CCCC3)c(=O)[nH]c12 | -5% | 3
CCCCNS(=O)(=O)c1ccc2nc(-c3cccnc3)cc(C(=O)NCCCOC)c2c1 | 0% | 16
Clc1ccc(C[n+]2cc(-c3ccccc3)n3c2CCC3)cc1 | -1% | -7
CCC1=NN(C(=O)Cc2ccc([N+](=O)[O-])cc2)C(O)(c2ccc(Br)cc2)C1 (stereo not given) | 3% | .
O=C(NCCCN1CCN(c2ccc(F)cc2)CC1)Nc1ccc([N+](=O)[O-])cc1 | 1% | .
COCCn1nnnc1C(c1cc2cc(C)ccc2[nH]c1=O)N1CCCCCC1 (stereo not given) | ? | .
Cc1ccnc(NC(=O)c2ccoc2C)c1 | ? | .
Cc1ccc(SC(=O)c2c(C)noc2-c2cc(C)on2)cc1 | -11% | -6
COc1cccc(C(=O)Nc2cc3c4c(c2)CC(=O)N4CCC3)c1 | ? | .

An excerpt of these results, field by field:
Cc1cccc(/C=N/NC(=O)c2ccc(NC(=O)c3ccc(F)cc3)cc2)n1
  S3 lipid droplet = ?
  S3 lipid droplet cell count max = .
Cc1cc(C)c(C)c(OCC(O)CN2CCN(c3ccccn3)CC2)c1 (stereo not given)
  S3 lipid droplet = ?
  S3 lipid droplet cell count max = .

Continued:
SMILES | S3 lipid droplet | S3 lipid droplet cell count max
O=C(C1CCC(=O)N(C2CC2)C1)N1CCN(c2ccc(Cl)cc2)CC1 (stereo not given) | i | 5
O=C(CSCc1ccc(Cl)cc1Cl)Nc1ccccc1C(=O)Nc1ccc(C(=O)O)cc1 | ? | .
CC(C)c1onc(C(=O)NCc2ccc(Cl)cc2)c1[N+](=O)[O-] | -3% | -15
COc1ccc(-c2cc(C(=O)NCCCn3ccnc3)c3ccccc3n2)c(OC)c1 | i | 10
CSCCC(NC(=O)c1ccccc1)C(=O)NC1CC1 (stereo not given) | -2% | -1
COc1ccc(OC)c(NC(=S)N2CCc3ccccc3C2)c1 | ? | .
COC(=O)c1ccccc1NC(=O)C1CCCO1 (stereo not given) | 6% | 0
COc1cccc(C(=O)NCC(=O)N2CCC(C)CC2)c1 | 16% | 1
Cc1ccc(C(=O)N/N=C\c2ccccn2)cn1 | -3% | 3
CS(=O)(=O)N1CCc2cc(C(=O)NC3CC3)ccc21 | ? | .
O=C(COC(=O)c1cccnc1Cl)c1ccc(OC(F)F)cc1 | ? | .
COC(=O)c1cc2occc2n1Cc1nc(-c2ccccc2Cl)oc1C | ? | .
Cc1c(Nc2nc3ccccc3nc2NS(=O)(=O)c2ccccc2)c(=O)n(-c2ccccc2)n1C | 21% | 4
N#CCSc1nc2c(c(=O)n1Cc1ccccc1)C1(CCCC1)Cc1ccccc1-2 | ? | .
CCNC(=S)NNC(=O)CCn1cc(C)cn1 | -2% | -12

The last 7 compounds of the part before are carried over, then new ones follow.
SMILES | S3 lipid droplet | S3 lipid droplet cell count max
Cc1ccc(C(=O)N/N=C\c2ccccn2)cn1 | -3% | 3
CS(=O)(=O)N1CCc2cc(C(=O)NC3CC3)ccc21 | ? | .
O=C(COC(=O)c1cccnc1Cl)c1ccc(OC(F)F)cc1 | ? | .
COC(=O)c1cc2occc2n1Cc1nc(-c2ccccc2Cl)oc1C | ? | .
Cc1c(Nc2nc3ccccc3nc2NS(=O)(=O)c2ccccc2)c(=O)n(-c2ccccc2)n1C | 21% | 4
N#CCSc1nc2c(c(=O)n1Cc1ccccc1)C1(CCCC1)Cc1ccccc1-2 | ? | .
CCNC(=S)NNC(=O)CCn1cc(C)cn1 | -2% | -12
Cc1ccc(Cl)cc1N1CCN(Cc2cc3c(cc2O)CCC3)CC1 | ? | .
C/C(=N\O)c1ccc2c3c([nH]c2c1)CCCC3 | i | .
COc1ccc(-c2cc(C(=O)OC3CCOC3=O)c3ccccc3n2)cc1 (stereo not given) | ? | .
COc1ccc(CCNC(=O)[C@H](C)NC(=O)N2CCn3c2nc2ccccc23)cc1OC | i | -15
C#Cc1ccc([C@@H]2C=C(C(=O)N3CCOCC3)O[C@H](OCCCCO)C2)cc1 | -8% | 6
O=C(N/N=C/c1ccc([N+](=O)[O-])s1)C(O)c1ccccc1 (stereo not given) | ? | .
CCN1CCN(C(=O)C(=O)c2cn(CC(=O)N3CCCC3)c3ccccc23)CC1 | ? | .
CN(C)c1ccc(/C=N/NC(=O)C(=O)N2CCCCCC2)cc1 | i | 13
CCn1c(COc2cccc(C)c2C)nnc1SCC(=O)Nc1cc(C)on1 | 3% | -12
O=C(Nc1ccc(Cl)c(Cl)c1)OCc1cncs1 | ? | .
CCN(CC)c1ccc(/C=N/Nc2nn[nH]n2)cc1 | ? | .
COCCCNC(=O)c1nc2c(nnn2Cc2cc(C)ccc2C)c(=O)[nH]1 | 8% | 10
CCOC(=O)N1CCC2(CC1)NCCc1c2[nH]c2ccccc12 | ? | .
CC(Nc1nc(N2CCCCC2)nc2ccccc12)c1ccccc1 (stereo not given) | ? | .
CN1C(=O)C(O)(CC(=O)c2ccc3c(c2)OCO3)c2ccccc21 (stereo not given) | i | .
Cc1cc(C)cc(NC(=O)Nc2ccc3ccccc3n2)c1 | -13% | -14
CCOc1ccc(S(=O)(=O)N2CCN(Cc3ccccc3)CC2)cc1 | i | .
COc1cc(OC)c(NC(C)C(=O)N2CCCC2)cc1Cl (stereo not given) | ? | .
CCCCOc1ccccc1C1NC(=O)NC(C)=C1C(=O)OCc1ccco1 (stereo not given) | i | .
CCc1cc(C(c2ccccc2OC)N2CCOCC2)c(NC(=O)c2ccccc2)s1 (stereo not given) | 6% | -4
CSc1ccccc1C(=O)NCc1ccc(F)cc1 | 1% | 18
COc1cc2c(cc1OC)C(c1ccccc1)N(C(=O)c1ccco1)CC2 (stereo not given) | ? | .
CC(C)(NO)/C(=N/O)c1ccc(Br)cc1 | 14% | -19
O=C(NCCCN1CCOCC1)c1cc2ccccc2oc1=O | ? | .

Bioassay records: PubChem BioAssay, National Center for Advancing Translational Sciences (NCATS)
